Runt-SMMHC FRET = blocks binding of human RUNX1 Runt domain to CBFb-SMMHC; 0.74% of 220,000 active; Cerulean-Runt/Venus-CBFb-SMMHC FRET ratio 530/480, 1 h; inhibition, % at 20 µM;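 active = mean inhibition across duplicate retests at 20 µM reaching about 50%, limit read from the data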;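 note: 0% = DMSO wells and 100% = wells with excess untagged CBFb-SMMHC; inhibitors lower the FRET ratio by blocking Runt binding to CBFb-SMMHC; some results filed as inactive read as strong as hits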
Target sequence (Q01196 whole entry, looked up, the tested form may be a part): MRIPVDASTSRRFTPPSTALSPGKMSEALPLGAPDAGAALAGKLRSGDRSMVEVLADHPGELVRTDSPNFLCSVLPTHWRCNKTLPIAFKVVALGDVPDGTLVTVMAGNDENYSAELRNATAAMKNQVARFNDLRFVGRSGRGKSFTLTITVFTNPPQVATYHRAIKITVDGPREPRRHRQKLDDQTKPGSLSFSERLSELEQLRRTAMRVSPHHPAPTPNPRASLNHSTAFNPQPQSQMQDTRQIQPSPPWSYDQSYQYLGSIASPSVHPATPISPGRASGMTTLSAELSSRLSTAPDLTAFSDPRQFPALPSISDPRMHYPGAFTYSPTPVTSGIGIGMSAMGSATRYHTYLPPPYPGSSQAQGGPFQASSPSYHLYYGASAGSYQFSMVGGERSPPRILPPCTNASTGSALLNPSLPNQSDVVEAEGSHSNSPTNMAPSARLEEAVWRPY
Target sequence (Q13951 whole entry, looked up, the tested form may be a part): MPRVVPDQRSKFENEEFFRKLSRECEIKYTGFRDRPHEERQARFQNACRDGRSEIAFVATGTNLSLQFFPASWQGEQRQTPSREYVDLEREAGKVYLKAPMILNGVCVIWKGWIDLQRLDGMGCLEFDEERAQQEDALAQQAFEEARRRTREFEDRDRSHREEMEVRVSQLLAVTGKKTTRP
RBBP9 inhibitor = inhibitors of human serine hydrolase RBBP9. O75884. inhibition, % at 7.94 µM. 0.2% of 220,000 active. recombinant RBBP9, FP-Rh probe fluorescence polarization;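 active = inhibition above the campaign mean of all tested compounds plus 3 SD, cut at about 14% in these data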;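 note: plate controls were DMSO wells with RBBP9 for no effect and wells lacking RBBP9 protein for full effect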
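System: RBBP9 protein | Quantity: 2.5 µM RBBP9 dispensing solution, before mixing | Reagent: FP-Rh probe, 375 nM dispensing solution | Timing: Enzyme-compound preincubation 30 min, then probe labeling 45 min, 25 °C | Measured by: Fluorescence polarization | Read-out: % inhibition | Replication: One well per compound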
p47phox inh = inhibitors of human p47phox binding; AID 1274; 0.53% of 220,000 active; P14598; p47phox/p22phox peptide binding, fluorescence polarization, 2 h; inhibition, % at 24.7 µM;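 active = inhibition above about 30%, limit read from the data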;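 note: 0% = p47phox with labelled peptide and 100% = labelled peptide alone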
Target sequence (P14598 whole entry, looked up): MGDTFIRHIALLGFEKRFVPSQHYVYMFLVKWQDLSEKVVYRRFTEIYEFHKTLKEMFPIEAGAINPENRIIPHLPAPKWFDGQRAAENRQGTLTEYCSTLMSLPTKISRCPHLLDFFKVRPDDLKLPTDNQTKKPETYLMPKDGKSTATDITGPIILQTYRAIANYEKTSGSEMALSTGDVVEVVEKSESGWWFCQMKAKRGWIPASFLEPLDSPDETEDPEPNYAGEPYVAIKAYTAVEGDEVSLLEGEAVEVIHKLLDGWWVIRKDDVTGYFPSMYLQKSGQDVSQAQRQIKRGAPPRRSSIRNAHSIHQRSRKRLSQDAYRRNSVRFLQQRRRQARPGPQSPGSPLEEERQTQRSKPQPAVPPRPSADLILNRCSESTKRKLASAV
p97 ATPase inh = human p97 ATPase inhibition; P55072; recombinant p97 ATPase, Kinase-Glo ATP luminescence, 3 h; inhibition, % at 8 µM; 0.42% of 220,000 active; AID 1481; in the data active = inhibition above about 15%;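 note: 0% = DMSO vehicle and 100% = wells lacking enzyme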
EBV gp42 block = blocks Epstein-Barr virus glycoprotein 42 binding; Q1HVG2; Fluorescence polarization binding assay, mP read-out; inhibition, % (tested at 21.74 µM); 0.42% of 220,000 active; AID 1085; in the data active = inhibition above about 50%
TbHK1 inh = T. brucei hexokinase 1 inhibition; inhibition, % at 10 µM; 0.11% of 220,000 active; recombinant TbHK1, G6PDH-coupled NADH A340;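 active = inhibition of 50% or more in the single-dose primary screen; inactive = inhibition below 50%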
Furin inh = inhibitors of human furin. P09958. AID 463115. purified furin, fluorogenic substrate cleavage. inhibition, % at 30 µM. 0.061% of 220,000 active; in the data active = inhibition above about 25%; note: inactives centre near -15
Runt-CBFb FRET = blocks binding of human RUNX1 Runt domain to CBFb; Q01196+Q13951; Cerulean-Runt/Venus-CBFb FRET ratio 530/480, 1 h; inhibition, % at 20 µM; 0.46% of 220,000 active; AID 1496;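 active = inhibition over about 50% at 20 µM in the single-dose screen, limit read from the data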;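 note: 0% = DMSO wells and 100% = excess unlabeled CBFb competitor control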
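Reagent – Venus-CBFb binding partner, 100 nM · Assay system – Cerulean-tagged RUNX1 Runt domain (FRET donor) fusion protein · Input – 100 nM per protein · Incubation – two 1 h room-temperature incubations shielded from light · Measured by – FRET fluorescence · Medium – Tris buffer pH 7.5 with salts and BSA · Benchmarks – unlabeled CBFb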
Calpain2 inh = calpain II (pig) inhibition; purified calpain II, fluorogenic peptide substrate, 30 min; inhibition, % at 16 µM; 0.37% of 220,000 active; AID 1236;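 active = inhibition above about 50%, limit read from the data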
The depositor's hits bear a star; [ ] = dose if it differs, or a comment.

Under each structure: Runt-SMMHC FRET, RBBP9 inhibitor, p47phox inh, p97 ATPase inh, EBV gp42 block, TbHK1 inh, Furin inh, Runt-CBFb FRET, Calpain2 inh
> Cc1ccccc1/C=C1\CCCc2ccccc2C1=O
 : -4.7, 6.9, 25.2, 2.3, -4.6, -1.2, -16.9[20 µM], 0.5, 11.6
> O=C(CCSc1ccccc1)N1CCN(C(=O)c2ccco2)CC1
 : -3.5, -7.8, -17.4, -1.4, -7.7, -1.8, -8.7[20 µM], -1.0, -36.0
> O=[N+]([O-])c1cccc2cn[nH]c12
 : 3.8, -7.0, 3.6, 4.5, 0.4, -19.1, -5.8, 0.8, 18.4
> NS(=O)(=O)c1ccc(NC(=O)COC(=O)CCc2c[nH]c3ccccc23)cc1
 : 2.1, -0.4, 0.9, 2.0, 7.9, 0.8, -39.4, -0.4, -1.3
> O=Cc1c[nH]c2ncccc12
 : 2.2, -1.6, -7.3, 1.6, -3.0, -6.9, -13.8, 0.5, -10.9
> O=C(CSc1nc2ccccc2c(=O)n1-c1ccccc1)NCc1ccc2c(c1)OCO2
 : -12.3, -4.8, 52.6*, 3.1, -29.0, -3.4, -17.7[20 µM], -2.6, -3.1
> COc1ccccc1N(CC(=O)Nc1cccnc1)S(C)(=O)=O
 : 1.9, 4.7, -6.2, 5.6, -7.9, 3.2, -27.4[20 µM], 4.4, -11.4
> CC1=CC(c2ccc(Cl)cc2)n2nc(NC(=O)CCC(=O)O)nc2N1 (stereo not given)
 : 54.4*, 2.8, -16.4, 4.1, -15.4, -16.7, -22.5, 28.8, -343.1
> Cc1ccccc1CS(=O)(=O)CCC(=O)O
 : -0.1, -6.6, 2.8, -2.4, -12.5, 0.1, -21.3, -0.5, -8.2
> O=C(/C=C\Nc1ccc2c(c1)OCO2)c1cccs1
 : -31.6, -2.6, -1.4, -5.3, -10.1, -12.8, -10.4, -10.4, 7.9
> CC(C)OC(=O)c1c2c(n3ccccc13)C(=O)c1ccccc1C2=O
 : -29.2, -7.6, -1.4, 5.2, 87.6*, -6.9, -12.8, -21.6, 3.2
> Cc1cc(N/N=C/c2c[nH]c3ccccc23)c2ccccc2n1
 : -2.4, 1.4, -5.8, 3.4, -6.9, -3.8, -27.7, -0.5, -128.0
> OCCC1CN(Cc2ccc3ncccc3c2)CCN1Cc1ccccc1 (stereo not given)
 : -3.7, -2.6, -7.8, 2.6, -11.1, -2.8, -26.7, -1.0, 7.1
> COC(=O)/C(C#N)=C1/C=Cc2ccccc2N1
 : 43.9, -11.7, 1.5, 2.6, -1.6, -9.6, -25.2, 22.7, -1.2
> CCc1ccc(NC(=O)c2cnn3c(C(F)F)cc(C)nc23)cc1
 : -3.9, 0.9, -10.5, 4.1, 6.3, -5.5, -21.7, 0.6, -26.4
> COc1ccc(C(=O)N2CCC(C(=O)NCc3ccccn3)CC2)cc1
 : -44.8, 2.4, -2.8, 10.5, -5.8, -0.8, -12.8, -2.6, 11.7
> O=Cc1ccc(OCC(=O)Nc2ccccc2C(F)(F)F)cc1
 : -2.6, -5.9, -4.3, -4.2, -8.9, 7.5, -4.5, 1.2, 26.7
> Cc1cc(N2CCC(C(=O)NC3CCCCC3)CC2)nc(-c2ccccc2)n1
 : -4.9, -4.3, -1.4, 1.4, -14.6, 1.2, -31.7, -0.2, 3.2
> Cc1ccc(S(=O)(=O)NC(=O)Nc2cc(C(C)(C)C)on2)cc1
 : -2.0, -0.3, -5.1, 7.5, 2.8, -1.9, -16.8, -0.7, -24.4
> CC(C(=O)NCC1CCCO1)N(C(=O)c1snc(C(N)=O)c1N)c1ccccc1 (stereo not given)
 : 6.9, -10.3, -3.0, 2.1, -7.5, -9.9, -14.0[20 µM], 1.6, -186.3

4 of these compounds, reformatted:
| mol | Runt-SMMHC FRET | RBBP9 inhibitor | p47phox inh | p97 ATPase inh | EBV gp42 block | TbHK1 inh | Furin inh | Runt-CBFb FRET | Calpain2 inh |
| --- | --- | --- | --- | --- | --- | --- | --- | --- | --- |
| CCc1ccc(NC(=O)c2cnn3c(C(F)F)cc(C)nc23)cc1 | -3.9 | 0.9 | -10.5 | 4.1 | 6.3 | -5.5 | -21.7 | 0.6 | -26.4 |
| COc1ccc(C(=O)N2CCC(C(=O)NCc3ccccn3)CC2)cc1 | -44.8 | 2.4 | -2.8 | 10.5 | -5.8 | -0.8 | -12.8 | -2.6 | 11.7 |
| O=Cc1ccc(OCC(=O)Nc2ccccc2C(F)(F)F)cc1 | -2.6 | -5.9 | -4.3 | -4.2 | -8.9 | 7.5 | -4.5 | 1.2 | 26.7 |
| Cc1cc(N2CCC(C(=O)NC3CCCCC3)CC2)nc(-c2ccccc2)n1 | -4.9 | -4.3 | -1.4 | 1.4 | -14.6 | 1.2 | -31.7 | -0.2 | 3.2 |

The listing picks up, repeating the 3 entries before the break.
Under each structure: Runt-SMMHC FRET, RBBP9 inhibitor, p47phox inh, p97 ATPase inh, EBV gp42 block, TbHK1 inh, Furin inh, Runt-CBFb FRET, Calpain2 inh
> Cc1cc(N2CCC(C(=O)NC3CCCCC3)CC2)nc(-c2ccccc2)n1
 : -4.9, -4.3, -1.4, 1.4, -14.6, 1.2, -31.7, -0.2, 3.2
> Cc1ccc(S(=O)(=O)NC(=O)Nc2cc(C(C)(C)C)on2)cc1
 : -2.0, -0.3, -5.1, 7.5, 2.8, -1.9, -16.8, -0.7, -24.4
> CC(C(=O)NCC1CCCO1)N(C(=O)c1snc(C(N)=O)c1N)c1ccccc1 (stereo not given)
 : 6.9, -10.3, -3.0, 2.1, -7.5, -9.9, -14.0[20 µM], 1.6, -186.3
> COc1ccc(C(=O)C2CCN(C(=S)NCC3CCCO3)CC2)cc1 (stereo not given)
 : -0.2, -2.9, 7.4, -3.2, -1.0, 5.3, -15.9, 0.4, 20.1
> Cn1c(SCC(=O)c2ccccc2)nnc1-c1ccco1
 : 1.7, -6.5, 4.1, 5.1, -16.5, 1.5, -14.0[20 µM], -1.7, -6.3
> COc1cccc(/C=N/NC(=O)C(=O)N/N=C/c2cccc(OC)c2OC)c1OC
 : 4.3, 3.2, -2.9, 2.9, -3.5, -23.6, -17.6, -0.1, -55.9
> CCOC(=O)c1sc(N)c(C(=O)OCC)c1COC(=O)C1CC(=O)N(Cc2ccco2)C1 (stereo not given)
 : 4.1, -6.3, -12.7, -6.0, -7.8, -29.5, -7.6[20 µM], 3.5, -37.1
> CC1CCN(S(=O)(=O)c2cccc(-c3csc(-c4cccnc4)n3)c2)CC1
 : -2.5, -0.6, -19.6, -2.3, -16.0, -11.5, -19.1[20 µM], -3.1, 15.3
> CN(C)/C=C1\N=C(c2cccs2)OC1=O
 : 1.7, -2.3, -28.3, 5.5, -24.6, -31.6, 11.4, -1.1, -15.1
> C=CCc1ccccc1OCCNCCCOC
 : 0.6, -7.6, -8.1, 0.2, 14.5, -0.2, -21.1, -3.1, -3.6
> CSc1ccc(/C=N/NC(=O)CN2CCN(Cc3ccc(C)cc3)CC2)cc1
 : 2.0, 2.7, -1.3, -4.2, -9.9, -28.7, -9.6, -0.6, 16.6
> N#Cc1nc(-c2ccc(F)cc2)oc1NCc1ccco1
 : 0.8, -5.1, -19.0, -2.7, -10.3, -10.4, -19.7, 0.9, -105.0
> Cc1onc(-c2c(F)cccc2Cl)c1C(=O)NCCCN1CCOCC1
 : -1.5, -5.5, -14.9, -3.7, -12.3, 2.3, -11.3[20 µM], -0.5, 27.9

Sorted by value in EBV gp42 block (lowest first): three from the list above
| Structure | EBV gp42 block |
| --- | --- |
| CC1CCN(S(=O)(=O)c2cccc(-c3csc(-c4cccnc4)n3)c2)CC1 | -16.0 |
| COc1ccc(C(=O)C2CCN(C(=S)NCC3CCCO3)CC2)cc1 (stereo not given) | -1.0 |
| C=CCc1ccccc1OCCNCCCOC | 14.5 |

More results:
Under each structure: Runt-SMMHC FRET, RBBP9 inhibitor, p47phox inh, p97 ATPase inh, EBV gp42 block, TbHK1 inh, Furin inh, Runt-CBFb FRET, Calpain2 inh
> Cc1cc(C)n2nc(SCC3COc4ccccc4O3)nc2n1 (stereo not given)
 : 0.7, -4.5, -7.8, 5.5, 11.4, -0.7, -20.3, -0.7, -0.3
> COc1ccccc1CN(Cc1cc2cc(C)ccc2[nH]c1=O)Cc1nnnn1CC1CCCO1 (stereo not given)
 : 0.6, -4.6, 3.5, -5.8, -7.3, -7.8, 0.0, 15.7, -12.0
> CCC1(C)CC(C(CC(=O)O)c2ccc(C)cc2)CCO1 (stereo not given)
 : -1.9, -0.8, -6.2, -4.3, -17.1, -7.6, -9.5[20 µM], 0.1, -8.8
> Cc1ccc(CNC(=O)CCn2nc(-c3ccc(Cl)cc3)ccc2=O)cc1
 : -3.0, -5.4, -5.3, -1.9, -25.9, 1.6, -16.0[20 µM], -0.4, -15.7
> Cc1cc(C(=O)COc2ncnc3sccc23)c(C)n1C
 : -3.7, -0.7, -17.6, 3.6, -23.2, -8.8, 7.9, 0.4, -15.0
> COc1ccc(-c2cc(C(=O)Nc3c(C)nn(Cc4ccccc4Cl)c3C)no2)cc1
 : -0.3, 0.3, -3.1, 3.2, -9.5, -7.9, -16.1[20 µM], -0.9, 17.2
> CCOC(=O)N1CCN(S(=O)(=O)c2ccc(C)cc2)C1c1ccc(OC)cc1 (stereo not given)
 : 0.4, 3.6, -6.7, -1.5, -13.6, 2.2, -26.5, 0.1, 1.5
> Cc1ccc(S(=O)(=O)NCc2ccc(C(=O)N3CCN(Cc4ccccc4)CC3)cc2)cc1
 : -1.4, -7.2, -12.8, -1.8, -9.5, -14.1, -7.2[20 µM], -0.3, 8.5
> O=S(=O)(NCCCc1ccccc1)c1ccccc1
 : -1.3, -8.7, -0.3, -3.5, 6.4, -0.6, -6.0[20 µM], 0.6, 9.9
> COc1ccc(Nc2nc(N)nc(CSC(=S)N3CCCCC3C)n2)cc1 (stereo not given)
 : -1.8, -6.2, -1.5, -0.4, 7.0, -11.6, -9.4, 0.6, -14.6
> CC(C)Cc1nc(C(N)=O)c2[nH]c(=O)n(-c3ccc(F)cc3)c2n1
 : -1.9, -5.0, -17.6, -4.2, -4.2, -8.3, -25.8, 1.6, -37.9
> COc1ccc(Cc2nnc(NS(=O)(=O)c3ccccc3)s2)cc1
 : 1.5, -7.2, -8.0, -1.7, -9.4, -3.6, -9.3, -1.0, -20.7
> COC(=O)c1onc(-c2c(C)cc(C)cc2C)c1C(=O)OC
 : -2.3, 2.3, 1.6, 2.7, -5.2, -10.0, -1.6[20 µM], -2.9, 24.4
> NS(=O)(=O)c1ccc(CCNC(=O)CCCC2=NS(=O)(=O)c3ccccc3N2)cc1
 : -3.8, -3.9, -12.7, -0.2, -14.3, -0.3, -13.3, -1.4, 10.3

Marked active in EBV gp42 block (from the list above):
Under each structure: Runt-SMMHC FRET, RBBP9 inhibitor, p47phox inh, p97 ATPase inh, EBV gp42 block, TbHK1 inh, Furin inh, Runt-CBFb FRET, Calpain2 inh
> CC(C)OC(=O)c1c2c(n3ccccc13)C(=O)c1ccccc1C2=O
 : -29.2, -7.6, -1.4, 5.2, 87.6*, -6.9, -12.8, -21.6, 3.2

Bioassay records deposited in PubChem by several laboratories.
